POLI inh = blocks human DNA polymerase iota activity. Pol iota fluorescent replication assay, 10 min. Potency, µM (titrated, usually from 115 µM), inactives show at the highest dose activity, negative = inhibition, actives largely listed as inhibitors. Q9UNA4. 1% of 390,000 active
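Fluorescent replication assay read twice, at 0 min and 10 min after adding 50 nM (final) substrate. Enzyme (10 nM) and compounds were first incubated 15 min at room temperature; enzyme-free buffer wells were negative controls.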
Apoferritin bind = binds horse apoferritin like a general anesthetic | AID 485281 | apoferritin/1-aminoanthracene competitive binding, fluorescence | 0.074% of 350,000 active | Potency, µM (highest dose often 77.5 µM), without a hit: at the top dose activity change, negative = displacement, hits mostly inhibitors; further: on the % scale 0 is the no-effect control and ±100 the full control effect; nearly all actives have a fitted effect of over 20% in size
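Concentration-response curves derived by four-parameter Hill fitting of normalized fluorescence, where compounds displaced 1-AMA from 10 uM horse apoferritin following a brief 10 min room-temperature incubation; propofol titration acted as positive control.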
APEX1 inh = blocks human APE1 abasic DNA cleavage | P27695 | recombinant APE1, TAMRA/BHQ-2 abasic DNA cleavage fluorescence | Potency, µM (doses to about 65.8 µM), without a hit: top-dose activity change, negative = inhibition, hits mostly inhibitors | 0.35% of 350,000 active;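 further: plate controls were vehicle for no effect and reference inhibitor for full effect; nearly all actives have a fitted effect of over 55% in size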
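Endonuclease cleavage of a quenched abasic-site DNA duplex (50 nM) by APE1 (0.75 nM) was tracked by TAMRA dequenching. Compounds were preincubated with enzyme 15 min at room temperature; data normalized to buffer-only and DMSO wells plus NSC13755 control.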
BAZ2B inh = BAZ2B (human) inhibition; AlphaScreen BAZ2B-H3K14Ac peptide displacement; Potency, µM (top dose mostly 114 µM), without a hit: top-dose activity change, negative = inhibition, usual class: inhibitors; 4.4% of 360,000 active; further: on the % scale 0 is the no-effect control and ±100 the full control effect; nearly all actives have a fitted effect of over 60% in size
Target sequence (Q9UIF8 whole entry, looked up): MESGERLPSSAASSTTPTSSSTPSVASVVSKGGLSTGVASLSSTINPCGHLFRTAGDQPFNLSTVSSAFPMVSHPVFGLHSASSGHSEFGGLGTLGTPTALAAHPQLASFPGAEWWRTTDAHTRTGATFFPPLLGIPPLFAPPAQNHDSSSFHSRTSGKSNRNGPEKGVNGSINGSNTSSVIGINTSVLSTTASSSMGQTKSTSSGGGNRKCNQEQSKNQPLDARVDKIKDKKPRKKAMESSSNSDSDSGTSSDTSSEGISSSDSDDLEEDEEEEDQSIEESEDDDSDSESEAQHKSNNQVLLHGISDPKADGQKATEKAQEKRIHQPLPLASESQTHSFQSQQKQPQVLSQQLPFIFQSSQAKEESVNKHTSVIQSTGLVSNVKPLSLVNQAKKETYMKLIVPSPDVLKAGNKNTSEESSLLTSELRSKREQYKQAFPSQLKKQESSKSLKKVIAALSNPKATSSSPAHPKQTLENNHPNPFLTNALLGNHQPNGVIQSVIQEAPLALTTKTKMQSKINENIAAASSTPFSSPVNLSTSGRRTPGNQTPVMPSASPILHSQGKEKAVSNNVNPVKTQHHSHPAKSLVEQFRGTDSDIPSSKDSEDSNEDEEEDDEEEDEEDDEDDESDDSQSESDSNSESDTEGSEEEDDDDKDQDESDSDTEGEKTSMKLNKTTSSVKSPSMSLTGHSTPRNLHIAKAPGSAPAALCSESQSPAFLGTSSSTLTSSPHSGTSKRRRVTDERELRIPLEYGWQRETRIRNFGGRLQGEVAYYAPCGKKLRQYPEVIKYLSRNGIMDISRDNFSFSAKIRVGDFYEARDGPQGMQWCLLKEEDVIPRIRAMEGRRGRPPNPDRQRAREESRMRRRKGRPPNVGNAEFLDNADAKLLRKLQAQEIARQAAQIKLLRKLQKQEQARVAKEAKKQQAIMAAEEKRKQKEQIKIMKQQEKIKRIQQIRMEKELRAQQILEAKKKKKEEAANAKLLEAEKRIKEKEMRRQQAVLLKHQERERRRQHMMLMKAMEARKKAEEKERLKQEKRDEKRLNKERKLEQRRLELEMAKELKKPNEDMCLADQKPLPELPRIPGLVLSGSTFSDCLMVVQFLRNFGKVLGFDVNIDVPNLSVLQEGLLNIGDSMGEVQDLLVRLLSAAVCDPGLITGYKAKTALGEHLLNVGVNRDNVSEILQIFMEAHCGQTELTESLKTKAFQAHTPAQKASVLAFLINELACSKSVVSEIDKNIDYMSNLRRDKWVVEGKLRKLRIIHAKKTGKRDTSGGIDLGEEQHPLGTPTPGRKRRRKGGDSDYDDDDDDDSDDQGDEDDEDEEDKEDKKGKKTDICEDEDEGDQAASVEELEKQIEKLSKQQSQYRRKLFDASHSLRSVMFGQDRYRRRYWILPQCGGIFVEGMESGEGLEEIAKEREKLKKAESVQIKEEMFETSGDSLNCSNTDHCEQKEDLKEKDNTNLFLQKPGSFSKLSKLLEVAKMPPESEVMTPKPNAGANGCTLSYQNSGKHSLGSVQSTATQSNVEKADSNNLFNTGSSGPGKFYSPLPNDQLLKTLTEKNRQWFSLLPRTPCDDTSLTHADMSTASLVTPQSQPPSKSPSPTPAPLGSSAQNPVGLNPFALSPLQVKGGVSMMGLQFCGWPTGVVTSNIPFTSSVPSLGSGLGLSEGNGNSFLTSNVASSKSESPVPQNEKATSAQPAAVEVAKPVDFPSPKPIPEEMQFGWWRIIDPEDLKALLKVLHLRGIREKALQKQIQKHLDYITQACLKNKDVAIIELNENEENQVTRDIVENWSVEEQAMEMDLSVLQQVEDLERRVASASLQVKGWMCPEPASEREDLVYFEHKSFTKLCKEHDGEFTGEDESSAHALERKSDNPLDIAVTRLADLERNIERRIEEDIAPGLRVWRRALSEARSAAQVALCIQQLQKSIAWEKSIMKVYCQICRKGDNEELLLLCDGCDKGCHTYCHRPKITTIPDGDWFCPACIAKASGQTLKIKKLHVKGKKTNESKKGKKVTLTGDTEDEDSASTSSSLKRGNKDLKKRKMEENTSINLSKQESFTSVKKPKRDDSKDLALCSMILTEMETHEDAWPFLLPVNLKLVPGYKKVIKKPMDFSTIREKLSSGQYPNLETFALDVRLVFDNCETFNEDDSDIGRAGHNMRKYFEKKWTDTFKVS
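Inhibition is scored as reduced AlphaScreen emission. The BAZ2B/b-H3(5-23)K14Ac complex (50 nM each) in PBS pH 7.4, 0.01% Tween-20 meets compound (up to 110 uM) for 30 min at RT before bead addition.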
POLB inh = blocks human DNA polymerase beta activity; Pol beta primer extension/strand displacement, fluorescence kinetic; Potency, µM (highest dose often 114 µM), inactives show top-dose activity change, negative = inhibition, usual class: inhibitors; 1.3% of 340,000 active; further: on the % scale 0 is the no-effect control and ±100 the full control effect
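Human Pol beta at 10 nM; strand-displacement substrate 50 nM final. Compound exposure 15 min at room temperature before start, reaction 10 min at room temperature.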
G9a inh = G9a (human) methyltransferase inhibition | Q96KQ7 | G9a H3K9 monomethylation, AlphaScreen, 2 h | Potency, µM (doses to about 102 µM), without a hit: at the highest dose activity, negative = inhibition, actives largely listed as inhibitors | 8.8% of 350,000 active | AID 504332; further: on the % scale 0 is the no-effect control and ±100 the full control effect; nearly all actives have a fitted effect of over 75% in size
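Chemiluminescent proximity detection of H3K9 monomethylation, read after 10 min bead incubation in the dark. Reaction: 20 nM G9a, 500 nM biotin-H3K9 peptide, 20 uM SAM cofactor, 2 h, room temperature, following 15 min enzyme-compound preincubation.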
POLK inh = DNA polymerase kappa (human) inhibition | 0.53% of 400,000 active | purified Pol kappa, fluorescent DNA synthesis assay, 10 min | Potency, µM (titrated, usually from 107 µM), inactives show at the top dose activity, negative = inhibition, hits mostly inhibitors | AID 588579; further: on the % scale 0 is the no-effect control and ±100 the full control effect
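Enzyme at 10 nM met test compounds for 15 min at room temperature. Substrate addition (50 nM final) began the reaction, which was monitored by fluorescence at 0 and 10 min.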
BLM inh = blocks DNA unwinding by human BLM helicase; 0.2% of 350,000 active; AID 2528; Potency, µM (top dose mostly 56.1 µM), inactives show top-dose activity change, negative = inhibition, usual class: inhibitors; recombinant BLM DNA unwinding, fluorescence dequenching;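 further: plate controls were vehicle for no effect and no enzyme for full effect; nearly all actives have a fitted effect of over 35% in size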
Pol eta inh = DNA polymerase eta (human) inhibition | recombinant Pol eta, fluorescent DNA replication assay | Q9Y253 | 1.2% of 390,000 active | Potency, µM (titrated, usually from 114 µM), inactives show top-dose activity change, negative = inhibition, most hits filed as inhibitors; further: on the % scale 0 is the no-effect control and ±100 the full control effect
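Fluorescent replication assay: 50 nM final substrate added after a 15 min room-temperature compound preincubation with 10 nM enzyme. Signal taken at 0 min and again at 10 min.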
* = called active by the depositor; ? = inconclusive; . = no result given; [ ] = another dose, or the depositor's remark. The call rests on the fitted dose curve; in most records, active means well fitted curve in the direction sought with a large enough effect; inconclusive means small, poorly fitted or top-dose-only effect, or another doubt; inactive means no such curve, though single readings can be large; an effect the other way counts as inactive or inconclusive. Potency means the concentration at half of the fitted maximal effect. Not all compounds are listed. The share of hits here may be higher or lower than overall.

smiles,POLI inh,Apoferritin bind,APEX1 inh,BAZ2B inh,POLB inh,G9a inh,POLK inh,BLM inh,Pol eta inh
CCOC(=O)CN1C(c2ccc(O)cc2)Nc2ccc(Br)cc2C1c1ccccc1 (stereo unspecified),8%,-15%,-1%,?,7%,16%[59 µM],-16%,-17%,-16%
Cc1occc1C(=O)NNC(=O)c1ccc(Br)o1,-4%,-1%,10%,-4%,25%,3%,5%,-1%,-12%
Cc1ccccc1NC(=O)C(Cc1ccccc1)n1cccc1 (stereo unspecified),13%,-14%,-6%,0%,?,8%,-12%,-5%,-25%
NC(=O)Cn1c(=O)oc2ccccc21,25%,-3%,1%,-3%,12%,23%[59 µM],2%,2%,-18%
COC(=O)CC1SC(=O)NC1=Nc1ccccc1 (stereo unspecified),126%[activator],-8%,1%,-14%,1%,-6%[12.7 µM],-7%,2%,6%
CN(C)CCN(C(=O)c1ccc(N2C(=O)CCC2=O)cc1)c1nc2cc3c(cc2s1)OCCO3,.,-7%,-9%,?,?,32µM*,.,32%[activator],.
COc1ccccc1-c1nc(CNC(=O)Nc2ccccc2)c(C)o1,34%[activator],10%,.,-23%,-1%,-1%[59 µM],-8%[60.1 µM],0%,-18%
CS(=O)(=O)Nc1ccc2c(c1)OCC(=O)N2Cc1ccccc1,17%,-4%,25%,-16%,-1%,50%,12%,-2%,-2%
O=C(OCN1C(=O)c2ccccc2C1=O)c1ccco1,0%,-19%,-4%,-3%,4%,15%,-2%,-1%,0%
O=[N+]([O-])c1ccc(Nc2nc(NCCO)nc(N3CCCC3)n2)cc1,22%,-23%,1%,3%,3%,45µM*,1%,11%,-8%
Cc1c(NC(=O)NCCN2C(=O)C3C4C=CC(C4)C3C2=O)c(=O)n(-c2ccccc2)n1C (stereo unspecified),?,-11%,0%,-4%,16%,?,-5%,-3%,-6%
CCCCCCC(=O)N1C/C=C\C(c2ccc(OC)cc2)N(Cc2ccc(F)cc2)C(=O)[C@H]1Cc1ccccc1 (stereo partly specified),6%,-15%,3%,-1%,-6%,-6%[59 µM],-1%,-11%,-15%
O=C(CCNC(=O)c1ccco1)Nc1ccc(C(F)(F)F)cc1,44%[activator],-5%,17%,-19%,-2%,5%,-12%,-2%,-29%
CC(C)C(=O)N1CC(=O)Nc2ccc(F)cc2C1c1ccc(F)cc1 (stereo unspecified),121%[activator],-10%,12%,2%,3%,12%,1%,-3%,-5%
NC(=O)C1CCN(C(=O)CCc2nc3ccccc3c(=O)[nH]2)CC1,55%[activator],-7%,24%,-2%,19%,?,-15%,-2%,-6%
COC(=O)Nc1nn(Cc2ccccc2F)cc1Br,2%[58.9 µM],-9%,2%,11%,11%,24%[59 µM],-1%,1%,-14%
C=CCOc1ccc(/C=C/C(=O)OCC(=O)N2CCCc3ccccc32)cc1,15%,.,2%,-5%,.,-3%,-8%,.,-6%
COc1ccc(-c2csc3ncnc(N4CCN(S(=O)(=O)c5cccs5)CC4)c23)cc1,7%,.,28%,1%,.,?,-5%,.,-19%
O=C(NCCc1ccc(Cl)cc1)C1CCN(Cc2cc3ccccc3n2Cc2ccccc2)CC1,2%,53%[activator],.,-20%,-4%,10%[59 µM],-11%[60.1 µM],-6%,-13%
COc1cccc(-c2onc3ccc(C(C)=O)cc23)c1,-11%,154%[activator],14%,0%,0%,0%,5%,2%,-15%
Cc1cccn2c(=O)c3cc(C(=O)N4COCC4(C)C)n(C)c3nc12,5%,-3%,10%,-4%,?,.,-7%,-2%,-19%
NC(=O)c1oc2ccccc2c1NC(=O)CN1CCCCC1,25%,-9%,-16%,8%,6%,-48%[59 µM],-7%,0%,-13%
O=C(c1ccncc1)N(Cc1ccccc1)Cc1nc2ccccc2c(=O)[nH]1,6%,-2%,-1%,3%,2%,15%[12.7 µM],9%,0%,-11%
O=C(CNC(=O)c1ccco1)OCC(=O)c1ccc(Cl)cc1,8%,?,-1%,-27%,-2%,29%,-18%,1%,0%
CCCN1Cc2cccc(C(=O)Nc3ccc(CC)cc3)c2C1=O,8%,-16%,-1%,12%,0%,18%[59 µM],-9%,-4%,9%

Later entries:
canonical_smiles,POLI inh,Apoferritin bind,APEX1 inh,BAZ2B inh,POLB inh,G9a inh,POLK inh,BLM inh,Pol eta inh
Oc1ccccc1NCC(O)Cn1ccc2ccccc21 (stereo unspecified),3%,-23%,-3%,50µM*,0%,28µM*,-6%,-4%,-14%
CN1CCC(N(C)C(=O)/C(C#N)=C/c2ccc(OC(F)F)cc2)CC1,-8%,-2%,2%,3%,-1%,-6%[12.7 µM],4%,-2%,-1%
COc1cc2c3nnc(-c4ccccc4)c-3cn(Cc3ccccc3F)c2cc1OC,59%[activator],48%[activator],-8%,-2%,33%,12%[59 µM],-8%,5%,1%
O=C(CNC(=O)c1ccccc1)NCC(=O)OCC(=O)c1ccccc1Cl,-1%,-11%,4%,-15%,?,19%,3%,1%,-11%
CC1(c2ccccc2)NC(=O)N(CC(=O)Nc2ccccc2C(=O)NC2CC2)C1=O (stereo unspecified),5%,-2%,15%,-14%,1%,-14%,-1%,-1%,-11%
CCOC(=O)C1CCN(S(=O)(=O)c2cc3c(cc2C)NC(=O)CO3)CC1,-8%,-9%,7%,24%,-32%,.,-7%,-1%,-4%
Cc1cc(=O)oc(C)c1C(=O)NCCCN1CCN(c2ccccc2F)CC1,13%[58.9 µM],-1%,?,2%,-4%,-6%[59 µM],-2%,0%,-1%
Cc1coc2cc3oc(=O)c(CC(=O)NCc4ccc(F)cc4)c(C)c3cc12,9%,-19%,.,-15%,7%,9%[59 µM],10%,-2%,-9%
COc1ccc2c(CNCCc3cccs3)c(C(=O)O)n(Cc3ccccc3C)c2c1,-23%,6%,.,-15%,?,-21%[59 µM],-13%,-6%,4%
OCC[C@@H]1C[C@@H](O)[C@H](O)[C@@]2(OCc3ccccc32)O1,20%,-8%,21%,8%,22%,-11%,-7%,-3%,-8%
Cc1ccccc1CN1C(=O)c2ccccc2S(=O)c2ccc(C(=O)NCCCN3CCOCC3)cc21 (stereo unspecified),-6%,-10%,6%,-11%[57.1 µM],-15%,-47%,-5%,3%,-10%
COCCNC(=O)CN(C(=O)c1ccc(N2CCCC2)nc1)c1ccc(Cl)cc1,24%,-10%,-6%,15%,-20%,.,-7%,1%,2%
COc1ccccc1-c1c(C)nn2c(N3CCC4(CC3)OCCO4)cc(C)nc12,8%,-5%,-2%,-5%,1%,-13%[59 µM],-16%,-3%,-14%
Cn1c(C(=O)NCc2cccnc2)cc2sc(Cl)cc21,-6%,5%,-4%,?,2%,-3%[59 µM],-6%,-1%,-7%
CCCc1nnc(NC(=O)CS(=O)(=O)c2ccccc2)s1,15%,-5%,28%,-2%,-11%,?,-13%,-3%,-8%

Exported with values under each structure: part of the list above
Order of values – POLI inh | Apoferritin bind | APEX1 inh | BAZ2B inh | POLB inh | G9a inh | POLK inh | BLM inh | Pol eta inh
Cc1coc2cc3oc(=O)c(CC(=O)NCc4ccc(F)cc4)c(C)c3cc12
 : 9% | -19% | . | -15% | 7% | 9%[59 µM] | 10% | -2% | -9%
COc1ccc2c(CNCCc3cccs3)c(C(=O)O)n(Cc3ccccc3C)c2c1
 : -23% | 6% | . | -15% | ? | -21%[59 µM] | -13% | -6% | 4%
OCC[C@@H]1C[C@@H](O)[C@H](O)[C@@]2(OCc3ccccc32)O1
 : 20% | -8% | 21% | 8% | 22% | -11% | -7% | -3% | -8%
Cc1ccccc1CN1C(=O)c2ccccc2S(=O)c2ccc(C(=O)NCCCN3CCOCC3)cc21 (stereo unspecified)
 : -6% | -10% | 6% | -11%[57.1 µM] | -15% | -47% | -5% | 3% | -10%
COCCNC(=O)CN(C(=O)c1ccc(N2CCCC2)nc1)c1ccc(Cl)cc1
 : 24% | -10% | -6% | 15% | -20% | . | -7% | 1% | 2%
COc1ccccc1-c1c(C)nn2c(N3CCC4(CC3)OCCO4)cc(C)nc12
 : 8% | -5% | -2% | -5% | 1% | -13%[59 µM] | -16% | -3% | -14%
Cn1c(C(=O)NCc2cccnc2)cc2sc(Cl)cc21
 : -6% | 5% | -4% | ? | 2% | -3%[59 µM] | -6% | -1% | -7%
CCCc1nnc(NC(=O)CS(=O)(=O)c2ccccc2)s1
 : 15% | -5% | 28% | -2% | -11% | ? | -13% | -3% | -8%

Continuation.
canonical_smiles,POLI inh,Apoferritin bind,APEX1 inh,BAZ2B inh,POLB inh,G9a inh,POLK inh,BLM inh,Pol eta inh
Cc1noc(C)c1S(=O)(=O)N(C)C[C@H]1Oc2c(cccc2N(C)C)C(=O)N([C@H](C)CO)C[C@@H]1C,15%,.,9%,.,.,.,-16%,.,-5%
O=C(CCc1n[nH]c(=O)[nH]c1=O)N1CCCCC1,-5%,3%,-1%,9%,-1%,-46%,-7%,-2%,2%
CCCn1nc(NS(=O)(=O)c2cccc3nonc23)c2cc3ccccc3nc21,27%,7%,-3%,-19%[57.1 µM],5%,4%,-18%,-3%,3%
CCOC(=O)c1c(C)n(CCNC(C)=O)c2ccc(O)cc12,27%,-7%,1%,-2%,6%,-3%,-9%[60.1 µM],0%,-6%
COc1cccc(C2c3[nH]c4ccccc4c3C[C@H]3C(=O)N(CCCCCO)CC(=O)N23)c1 (stereo partly specified),9%,2%,12%,?,-1%,-7%,21%,-3%,-9%
COc1ccc(CNC(=O)c2cnc3scc(C)n3c2=O)cc1,15%,-8%,-6%,6%,6%,?,-5%,-3%,-5%
